Assay outcomes: PubChem, Dana-Farber Cancer Institute and Novartis Institutes for BioMedical Research (Cambridge, Mass)
USP17 block: blocks human USP17 ubiquitin-rhodamine cleavage. A8MUK1. purified USP17, Ub-rhodamine cleavage fluorescence, 3 h. inhibition, % at 50 µM. hit rate 6.5% among 47,000. AID 1645855
USP30 block: blocks human USP30 ubiquitin-rhodamine cleavage; Q70CQ3; purified USP30, Ub-rhodamine cleavage fluorescence; inhibition, % at 25 µM; hit rate 5.3% among 47,000; AID 1645860
USP10 block: human USP10 deubiquitinase inhibition; Q14694; purified USP10, Ub-rhodamine fluorescence, 60 min; inhibition, % at 20 µM; hit rate 1.1% among 47,000; AID 1645856
OTUD3 inh: blocks human OTUD3 ubiquitin-rhodamine cleavage. Q5T2D3. purified OTUD3, Ub-rhodamine fluorescence, 2 h. inhibition, % at 25 µM. hit rate 0.7% among 47,000. AID 1645858
USP8 inh: human USP8 deubiquitinase inhibition | P40818 | purified USP8, Ub-rhodamine cleavage fluorescence, 30 min | inhibition, % at 20 µM | hit rate 4.2% among 47,000
Target sequence (P40818 whole entry, looked up): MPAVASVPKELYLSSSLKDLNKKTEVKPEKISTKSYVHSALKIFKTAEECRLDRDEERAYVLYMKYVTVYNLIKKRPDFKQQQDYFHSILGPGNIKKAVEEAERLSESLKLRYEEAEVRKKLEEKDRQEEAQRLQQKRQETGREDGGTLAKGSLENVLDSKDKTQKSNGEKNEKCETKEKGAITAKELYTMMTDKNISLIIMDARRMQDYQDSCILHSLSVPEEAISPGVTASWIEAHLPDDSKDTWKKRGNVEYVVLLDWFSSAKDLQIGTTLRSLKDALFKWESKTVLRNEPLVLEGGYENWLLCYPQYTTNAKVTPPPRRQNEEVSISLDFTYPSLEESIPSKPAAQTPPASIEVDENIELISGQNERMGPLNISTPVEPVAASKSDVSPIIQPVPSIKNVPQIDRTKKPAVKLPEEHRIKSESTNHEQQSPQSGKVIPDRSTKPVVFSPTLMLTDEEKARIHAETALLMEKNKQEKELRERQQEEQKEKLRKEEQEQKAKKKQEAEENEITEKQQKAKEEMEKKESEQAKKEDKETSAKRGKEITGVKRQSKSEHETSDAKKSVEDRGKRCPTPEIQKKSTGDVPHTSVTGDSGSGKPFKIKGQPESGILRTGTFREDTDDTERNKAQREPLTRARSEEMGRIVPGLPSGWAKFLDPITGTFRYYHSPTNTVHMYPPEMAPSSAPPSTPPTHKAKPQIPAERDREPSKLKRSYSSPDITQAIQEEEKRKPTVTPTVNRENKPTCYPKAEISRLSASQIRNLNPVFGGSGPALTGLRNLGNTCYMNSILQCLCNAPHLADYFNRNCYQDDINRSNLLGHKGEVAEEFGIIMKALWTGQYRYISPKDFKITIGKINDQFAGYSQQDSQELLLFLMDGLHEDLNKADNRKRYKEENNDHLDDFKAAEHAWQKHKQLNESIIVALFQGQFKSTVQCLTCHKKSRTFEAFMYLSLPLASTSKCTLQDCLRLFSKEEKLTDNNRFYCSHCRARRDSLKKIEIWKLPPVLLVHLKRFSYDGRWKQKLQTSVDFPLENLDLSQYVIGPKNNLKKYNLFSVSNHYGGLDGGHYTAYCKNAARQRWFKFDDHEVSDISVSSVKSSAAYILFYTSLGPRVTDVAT
UCHL1 inh: human UCHL1 deubiquitinase inhibition. inhibition, % at 20 µM. P09936. hit rate 0.2% among 47,000. purified UCHL1, Ub-rhodamine cleavage fluorescence. AID 1645859
USP7 block: blocks human USP7 ubiquitin-rhodamine cleavage | hit rate 0.3% among 47,000 | Q93009 | inhibition, % at 20 µM | purified USP7, Ub-rhodamine cleavage fluorescence
USP28 inh: human USP28 deubiquitinase inhibition. Q96RU2. AID 1645857. purified USP28, Ub-rhodamine cleavage fluorescence, 30 min. hit rate 3% among 47,000. inhibition, % at 25 µM
* hit, by the source's call; i = inactive; / = not tested or not shown. Rule as the data show it: active = inhibition above about 30%; inactive = the rest. An unsorted share of the library. About 13% of those tested had a hit in this group.

SMILES	USP17 block	USP30 block	USP10 block	OTUD3 inh	USP8 inh	UCHL1 inh	USP7 block	USP28 inh
OC(c1ccc2c(c1)OCO2)c1ncc(-c2ccc3ccccc3c2)[nH]1 (stereo not given)	1	-30	-6	-10	40*	-1	3	-2
Cc1noc(-c2cc(=O)n(CC(=O)NCc3ccccc3F)c3ccccc23)n1	58*	46*	24	3	26	1	6	8
CCCc1nnsc1C(=O)N1CCOCC1c1ncc(C)[nH]1 (stereo not given)	8	9	0	14	19	1	5	6
Cc1ccc(C)c(NC(=O)c2c(C)sc3c(=O)n(C(C)C)cnc23)c1	44*	45*	-7	-1	8	1	6	-2
Cc1ccsc1C(=O)N1CCN(S(C)(=O)=O)CC(C(N)=O)C1 (stereo not given)	2	16	0	0	1	-2	-1	-5
CCCCN1C(=O)c2c(NC(C)=O)c3cc(F)ccc3n2CC1(C)C(=O)NCCC(C)C (stereo not given)	10	4	1	-2	3	-3	-6	-2
O=C1CCSc2ccc(S(=O)(=O)Nc3cccc4c3CCCC4)cc2N1	-4	-18	7	-4	-108	0	-2	0
O=C(NCc1ccccc1Cl)c1cccc2ncccc12	-37	-272	-13	-42	-5	-12	-30	-58
COc1ccc(N2CCN(c3nc4ccccc4nc3Nc3cc(C)nn3-c3ccccc3)CC2)cc1	-8	-46	3	-15	4	1	2	-12
Cc1ccc(Nc2nc(C(=O)NCCCN3CCCC3=O)cc3occc23)cc1Cl	14	-44	-1	-10	-16	-1	-11	-14
O=C(Nc1cccc(Cl)c1)N1C[C@H]2C[C@H]3[C@](C1)(CN(Cc1cccnc1)S3(=O)=O)O2	-1	17	0	12	-51	2	2	1
O=C(Cc1cccc(C(F)(F)F)c1)N1CCc2[nH]cnc2C12CCCCC2	7	7	0	7	-6	0	-29	6
N#Cc1cccc(CN2CCC3(CC2)CCN(c2ncccn2)CC3)c1	-24	1	0	-10	-79	0	1	-3
CC(=O)O[C@H]1CC[C@]2(C)[C@H]3C(=O)C=C4[C@@H]5C[C@@](C)(C(=O)O)CC[C@]5(C)CC[C@@]4(C)[C@]3(C)CC[C@H]2C1(C)C	7	5	14	-66	8	-1	7	-7
c1ccc(-c2noc(-c3nnc(N4CCN(c5ccccn5)CC4)c4ccccc34)n2)cc1	14	25	2	13	25	1	-31	9
O=C(c1cc2c(=O)n3ccccc3nc2n1Cc1ccccc1)N1CCCCCC1	-9	-15	1	-4	-3	-1	-8	-10
Cc1cc(O)c(C)c(O)c1C=O	5	27	3	4	9	1	3	3
CC(=O)Nc1ccc(C)n(CC(=O)NC2CCCCC2)c1=O	/	-14	-3	-9	-6	-3	-2	-18
CN(C1CCCCC1)S(=O)(=O)N1CCCC(C(=O)NCc2ccc(Cl)cc2)C1 (stereo not given)	11	23	6	18	6	7	-44	10
CN(C)Cc1ccc(C(=O)Nc2ccc(-c3nccs3)cc2)cc1	-22	0	-2	-7	-8	-2	-15	88*
Cc1cc(NC(=O)CSc2nccn2-c2ccc([N+](=O)[O-])cc2)no1	-15	19	0	11	-90	1	6	11
CCc1ccccc1NC(=O)c1cc2ccccn2n1	0	-19	0	-7	-3	-2	2	-9
COc1cccc2c1OC(C)(C)[C@H]1CC3(CCN(C(=O)COc4cccnc4)CC3)CO[C@H]21	28	-142	-2	-3	67*	-31	-31	-5
O=c1cc[nH]c2nc(C(Cl)(Cl)Cl)nc(-c3ccccc3)c12	9	-13	2	-15	0	-2	-5	-25
CCCCc1nc2sc3c(SCC(=O)Nc4ccccn4)ncnc3c2c2c1CCC2	2	0	-1	6	-3	1	3	0
O=C(Nc1ccc2[nH]c(=O)[nH]c2c1)c1cc2ccccc2o1	43*	-89	12	-24	42*	1	13	-9
Cc1ccc(Cc2nc(-c3ccc(-n4ccnc4)nc3)no2)cc1	12	12	-1	2	5	3	-12	25
O=C(Nc1cccc(Cl)c1)N1CCc2[nH]cnc2C1c1ccncc1 (stereo not given)	-3	-7	-1	-4	1	-3	-2	-3
Cc1ccc(C(=O)N2CCC(Cc3nc(-c4ccccc4)no3)CC2)cn1	-10	5	2	0	-4	0	-2	-1
COc1ccccc1C(=O)Oc1ccc(-c2ccc(C#N)cc2)cc1	49*	8	3	5	1	1	6	5
Cn1cc(-c2cnc(-c3cccnc3)nc2)cc1C(=O)N1CCCC1	-16	3	2	12	-177	0	2	0
CNC(=O)[C@@]12CCC3(CCN(C(=O)Cc4ccccc4)CC3)[C@@H]1CN(C)C2	11	30	0	14	0	1	2	7
CC(C)CNC(=O)N1CCc2nc(C(=O)N3CCCC3)sc2CC1	-13	-2	-1	-7	-54	1	-1	-6
COc1cccc(-c2cc(C(=O)Nc3cc(C)n(Cc4ccc(Cl)cc4)n3)no2)c1	20	75*	22	27	38*	3	16	13
Cc1cc(CN2CC[C@H]3[C@H]2CCN3S(=O)(=O)C2CC2)oc1C	-23	-30	-3	-12	-83	2	0	-9
Cc1cc(C)cc(C(=O)NCc2nc(C(=O)N3CCC(C)CC3)c(C)o2)c1	-62	-2	-2	-6	5	0	0	0
CC(C)c1cc(NCc2ccco2)n2nc(-c3cccnc3)nc2n1	31*	37*	1	16	9	6	5	16
COc1ccc(S(=O)(=O)Nc2ccc3nc(C)sc3c2)cc1[N+](=O)[O-]	-40	-45	-1	1	-138	-4	-17	-17
O=C(c1ccc(F)cc1)N1C[C@H](OCc2cccnc2)[C@H]2COC[C@H]21	-3	2	1	10	-35	0	3	8
COc1ccc(OCC(=O)NCCC2=CCCCC2)c([N+](=O)[O-])c1	-2	10	2	8	-96	5	-24	1
Cc1cccc(NC(=O)CC(NCc2ccco2)C(=O)O)c1C (stereo not given)	8	10	-2	16	24	1	7	7
CCN1CCN(C(=O)C2=CC(c3cc(OC)ccc3OC)=NS(=O)(=O)N2C)CC1	3	6	0	3	1	2	0	5
CC(C)n1nccc1CN1C[C@@H](O)[C@H](NC(=O)c2cscn2)C1	2	-33	0	3	-7	-2	1	-10
CC(=O)C1=C(C)Oc2ncnc(N)c2C1c1ccco1 (stereo not given)	4	19	-4	14	0	0	6	12
Cn1ncc2c(N3CCCC3)nc(C(=O)NCc3ccc(F)cc3)nc21	13	25	3	13	8	4	0	12
COC(=O)c1ccn(-c2nc(-c3cccc(OC)c3)cc(C(F)(F)F)n2)n1	2	9	0	12	6	3	4	12
O=C(c1cnn2c(-c3ccc4c(c3)OCO4)ccnc12)N1CCN(c2ccccn2)CC1	-7	-2	0	-12	-6	-1	-1	-8
Cc1ccc2c(c1)c1ncn(Cc3nc(C)no3)c(=O)c1n2CC(=O)NCc1ccccc1	72*	87*	30*	23	35*	7	-5	58*
Fc1ccccc1CN1CCc2nc(N3CCOCC3)ncc2C1	-32	-56	-6	-10	-59	0	-2	-14
COc1ccc(C2c3[nH]c4ccccc4c3C[C@@H]3C(=O)N(CCC4=CCCCC4)CC(=O)N23)cc1 (stereo not given in full)	2	-32	-5	0	0	1	-4	5

Later entries
SMILES	USP17 block	USP30 block	USP10 block	OTUD3 inh	USP8 inh	UCHL1 inh	USP7 block	USP28 inh
C=CC(C)(C)C12CC3C(=O)N4C(CC5(C(C)(C)C=C)c6ccccc6NC45)C(=O)N3C1Nc1ccccc12 (stereo not given)	2	7	8	-10	0	1	7	0
Cc1c(OCc2nn[nH]n2)ccc2c1oc(=O)c1ccccc12	-26	-18	10	-1	-28	0	2	-18
Cn1cc(C(=O)N2CCN(c3ccccc3Cl)CC2)nn1	-6	7	0	-3	2	-4	-1	-4
O=C(Cn1c(=O)[nH]c2c(-c3ccccc3)c[nH]c2c1=O)NCc1ccc(Cl)cc1	-10	-11	2	-7	32*	0	9	-9
O=C(C1CCN(c2cnc3nccnc3c2)CC1)N1CCN(C2CCCCC2)CC1	-159	-438	-4	-100	-18	-32	-29	-121
O=c1[nH]c2ccccc2n(-c2ccc(Cl)cc2)c1=O	8	6	4	-1	0	0	-22	-1
Cn1cc(N2CCC3(CCN(C(=O)c4ccc(F)cc4)CC3)C2=O)cn1	0	22	-1	15	-2	1	2	13
COc1cc2nc(SCC(=O)N3CCN(c4ccccc4)CC3)n3nc(C)nc3c2cc1OC	-3	8	0	9	-2	3	5	6
Cc1ccc(N2CCCn3c2nc2c3c(=O)n(Cc3cccc4ccccc34)c(=O)n2C)cc1	/	11	3	4	-6	2	5	4
O=C(Cn1c(CNC(=O)c2ccccc2)nc2ccccc21)Nc1ccc(F)cc1	88*	78*	44*	23	72*	1	18	37*
O=C(OCCCN1C(=O)c2cccc3c(N4CCCCC4)ccc(c23)C1=O)c1ccc(Cl)cc1	-181	i	-6	-166	-23	-146	-120	-223
Cc1ccc(Nc2nc(Nc3cccc(F)c3)nc3nccnc23)c(C)c1	-171	i	-3	-228	-330	-154	-2	-248
Cc1cc(C)cc(NC(=O)NCC(O)COc2ccc([N+](=O)[O-])cc2)c1 (stereo not given)	32*	17	5	2	-104	4	-1	27
CCNC(=O)c1nc(C(=O)NC2CCCCC2)cs1	8	7	2	3	5	1	3	2
COc1cccc(CNc2ccc(C)cn2)c1O	0	0	1	4	4	0	4	11
Cc1noc(C)c1S(=O)(=O)N1CCc2nc(-c3ccc(Cl)cc3)ncc2C1	-23	-24	0	-4	-12	-2	-1	-10
COc1ccc(CCNC(=O)c2cn(-c3ccc(F)cc3)nn2)cc1OC	34*	62*	1	3	3	-2	3	9
COc1cccc(C(=O)NCC(=O)N2CCCc3ccccc32)c1	4	6	1	3	5	-1	3	1
O=C(CSc1oc(-c2ccccc2)nc1S(=O)(=O)c1ccc(F)cc1)NC1CCCCC1	-4	-43	2	2	-13	-5	1	-15
CN(C(=O)c1cnco1)[C@H]1CC[C@@]2(C)C[C@H](c3ccccc3)C[C@](C)(O2)[C@@H]1O	17	5	-1	15	19	-1	3	5
O=S1(=O)CCC(S(=O)(=O)Nc2cccc(C(F)(F)F)c2)C1 (stereo not given)	-38	-96	0	-4	0	0	0	-8
Cc1ccc(-c2ccc(N3CCOCC3)nn2)cc1S(=O)(=O)N1CCOCC1	/	i	-3	-9	-8	-5	-9	-6
Cc1nnc2ccc(-c3noc(-c4ccc5c(c4)OCO5)n3)cn12	/	-6	0	-4	0	0	-2	-4
COc1ncccc1CN1CCC2(CC1)CCN(c1ncccn1)CC2	-17	-7	1	-4	-114	-2	1	-9
CCCc1cc(C2CCCN2C(=O)Cc2c(F)cccc2Cl)no1 (stereo not given)	6	9	3	11	10	4	-10	6
COc1ccccc1-c1noc(C2CCCN2C(=O)Nc2cccc(C)c2C)n1 (stereo not given)	23	49*	-1	20	18	1	-1	8
O=C(COC(=O)Cc1c[nH]c2ccccc12)Nc1c(Cl)cccc1Cl	-4	-2	0	0	6	0	0	3
Cc1ccc(CNS(=O)(=O)c2ccc3onc(C(=O)N4CCOCC4)c3c2)cc1	-7	-12	0	0	-18	0	0	-3
Cn1c(=O)c2c(nc3n(CCO)c(-c4ccc(Cl)cc4)cn23)n(C)c1=O	5	36*	0	5	-11	4	-6	10
Cc1ccc(C(=O)Nc2c(-c3ccc(C)cc3)c(=O)c3ccccc3n2C)cc1	9	/	4	2	-1	5	4	/
COc1ccc(S(=O)NC2CCCCC2)c(OC)c1C (stereo not given)	2	13	2	9	-26	4	-3	1
Cc1ccc(NC(=O)Cn2ncc3c(N4CCCC4)ncnc32)cc1	-5	5	0	8	-12	-1	-1	16
